BAZ2B inh – qHTS Assay for Inhibitors of BAZ2B; Bromodomain adjacent to zinc finger domain protein 2B (Homo sapiens), Q9UIF8; AlphaScreen BAZ2B-H3K14Ac peptide displacement; Potency, µM (highest dose often 114 µM), for the others: at the top dose activity change, negative = inhibition, usual class: inhibitors; actives 4.4% (n = 360,000); AID 504333, 2011; also: potency is read from the fitted curve at half-maximal effect; % is scaled to controls: 0 for no effect and ±100 for the full control effect; nearly all actives have a fitted effect of over 60% in size
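BAZ2B (50 nM) with biotin-H3(5-23)K14Ac peptide (50 nM) in PBS pH 7.4, 0.01% Tween-20, preformed 30 min, then compound 30 min at room temperature; top concentration 110uM. AlphaScreen streptavidin donor/nickel chelate acceptor beads (10 ug/mL final), 20 min dark, signal read.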
PI4K2A block – qHTS for small molecular inhibitors of PI4K2A | Phosphatidylinositol 4-kinase type 2-alpha (Homo sapiens), Q9BTU6 | purified PI4K2A, ADP-Glo luminescence, 1 h; hits give low values | activity change, negative = inhibition, % at 76.9 µM | actives 0.13% (n = 420,000); in the data active = activity change below about -50%; inconclusive = mostly about -30% to -49%;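 also: -100% = wells without enzyme as full effect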
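PI4K2A activity was measured by ADP-Glo luminescence: enzyme (4 ug/mL stock) and phosphatidylinositol (1.2 mM stock) in Tris pH 7.5/MgCl2/EGTA/Triton X-100 buffer were reacted with ATP (300 microM stock) for one hour at ambient temperature.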
GLS inhibitor – qHTS for Inhibitors of Glutaminase (GLS) | GLS enzymatic activity, qHTS titration | Glutaminase kidney isoform, mitochondrial (Homo sapiens), O94925 | actives 0.21% (n = 410,000) | Potency, µM (titrated, usually from 45.5 µM), without a hit: top-dose activity change, negative = inhibition, hits mostly inhibitors | AID 624170, 2012; also: potency is read from the fitted curve at half-maximal effect; % is scaled to controls: 0 for no effect and ±100 for the full control effect
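Glutamate formation by hKGA was monitored fluorometrically using coupled glutamate oxidase, HRP and Amplex Red. Substrate was added as 1 mM L-glutamine solution; incubation was 30 min at RT after an initial read.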
G9a block – qHTS Assay for Inhibitors of Histone Lysine Methyltransferase G9a | Histone-lysine N-methyltransferase EHMT2 (Homo sapiens), Q96KQ7 | G9a H3K9 monomethylation, AlphaScreen, 2 h | Potency, µM (doses to about 102 µM), inactives show at the top dose activity, negative = inhibition, hits mostly inhibitors | actives 8.8% (n = 350,000) | AID 504332, 2011; also: potency is read from the fitted curve at half-maximal effect; % is scaled to controls: 0 for no effect and ±100 for the full control effect; nearly all actives have a fitted effect of over 75% in size
Target sequence (Q96KQ7 913-1193 limits assumed): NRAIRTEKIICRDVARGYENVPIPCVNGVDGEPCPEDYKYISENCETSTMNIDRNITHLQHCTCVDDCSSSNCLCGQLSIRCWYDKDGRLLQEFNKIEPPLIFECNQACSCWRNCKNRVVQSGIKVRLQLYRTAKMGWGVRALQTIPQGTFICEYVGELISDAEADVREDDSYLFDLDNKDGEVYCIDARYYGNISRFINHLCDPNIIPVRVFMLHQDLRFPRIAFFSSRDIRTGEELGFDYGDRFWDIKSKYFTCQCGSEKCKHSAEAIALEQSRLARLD
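Compounds were preincubated with 20 nM G9a for 15 min, after which biotinylated H3K9 peptide (500 nM) and SAM (20 uM) started a 2 h room-temperature reaction. Monomethylated product was quantified by antibody-based AlphaScreen chemiluminescence.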
PGK inhibitor – qHTS Assay to Find Inhibitors of Phosphoglycerate Kinase; Phosphoglycerate kinase, glycosomal (Trypanosoma brucei brucei), P07378; Potency, µM (doses to about 57.5 µM), for the others: at the top dose activity change, negative = inhibition, usual class: inhibitors; PGK/GAPDH coupled, Kinase-Glo luminescence, 60 min; actives 0.043% (n = 380,000); AID 602233, 2012; also: potency is read from the fitted curve at half-maximal effect; % is scaled to controls: 0 for no effect and ±100 for the full control effect; nearly all actives have a fitted effect of over 60% in size
Target sequence (P07378 whole entry, looked up): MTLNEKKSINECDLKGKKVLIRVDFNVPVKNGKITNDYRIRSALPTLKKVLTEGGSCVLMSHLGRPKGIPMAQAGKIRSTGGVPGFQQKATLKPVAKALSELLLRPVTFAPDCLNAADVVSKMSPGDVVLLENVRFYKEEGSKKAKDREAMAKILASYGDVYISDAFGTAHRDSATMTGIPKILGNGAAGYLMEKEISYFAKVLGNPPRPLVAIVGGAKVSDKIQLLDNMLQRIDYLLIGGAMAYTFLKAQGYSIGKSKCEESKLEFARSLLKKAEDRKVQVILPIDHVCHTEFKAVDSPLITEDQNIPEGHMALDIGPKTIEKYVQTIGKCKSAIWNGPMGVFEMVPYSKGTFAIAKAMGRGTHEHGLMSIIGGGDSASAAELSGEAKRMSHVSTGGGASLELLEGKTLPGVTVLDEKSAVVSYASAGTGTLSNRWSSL
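Luminescent ATP detection (Kinase-Glo Plus) follows a 60-minute room-temperature incubation, with wells lacking PGK as controls. Buffer: 100 mM TEA (pH 7.6), 5 mM MgCl2, 0.01% Tween-20. Coupling enzyme GAPDH (100 nM final) supplies unstable 1,3-BPG in-well.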
ERG-DNA inh – qHTS for Small Molecule Inhibitors of the ERG Ets/DNA interaction; fluorescence polarization, His-ERG Ets domain / labelled DNA; Potency, µM (top dose mostly 76.9 µM), without a hit: top-dose FP activity, negative = inhibition, actives largely listed as inhibitors; actives 0.028% (n = 370,000); Transcriptional regulator ERG (Homo sapiens), P11308; active = well fitted inhibition curve with a large enough effect in the polarisation, with a control signal flat; inconclusive = small, poorly fitted or top-dose-only effect, or effect the other way, or a change in a side signal; inactive = no such curve, though single readings can be large or run the other way; the % refers to the polarisation;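 also: polarization taken with two DNA probes labelled with fluorescein and Texas red; potency is read from the fitted curve at half-maximal effect; % of control where 0% means no effect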
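His-tagged ERG Ets domain (1 uM in the protein solution; 300mM KCl, 50mM Tris-HCl, 1mM EDTA, 1mM DTT, pH 7.5) received compound, then a probe mix of 5 nM fluorescein-DNA and 100nM Texas-615-DNA. Fluorescence polarization was read for both dyes.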
Pin1 inhibitor – qHTS Assay to Find Inhibitors of Pin1. Peptidyl-prolyl cis-trans isomerase NIMA-interacting 1 (Homo sapiens), Q13526. Pin1 FP peptide displacement, HiFluor488, 10 min. Potency, µM (highest dose often 115 µM), for the others: at the highest dose activity, negative = inhibition, most hits filed as inhibitors. actives 0.009% (n = 390,000). AID 504891, 2011; active = well fitted inhibition curve with a large enough effect in the polarisation, with a control signal flat, not every such curve was filed as active; inconclusive = small, poorly fitted or top-dose-only effect, or effect the other way, or a change in a side signal; inactive = no such curve, though single readings can be large or run the other way; the % refers to the polarisation; also: potency is read from the fitted curve at half-maximal effect; % is scaled to controls: 0 for no effect and ±100 for the full control effect
Target sequence (Q13526 whole entry, looked up): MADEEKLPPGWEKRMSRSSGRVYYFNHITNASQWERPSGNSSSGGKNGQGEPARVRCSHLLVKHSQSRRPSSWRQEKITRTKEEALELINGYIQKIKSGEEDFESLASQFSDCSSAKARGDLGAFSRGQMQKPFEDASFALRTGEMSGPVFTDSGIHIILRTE
HP1b binding inh – HTS for Inhibitors of HP1-beta Chromodomain Interactions with Methylated Histone Tails | actives 0.56% (n = 390,000) | AID 540317, 2011 | Potency, µM (highest dose often 114 µM), for inactives: top-dose activity change, negative = inhibition, hits mostly inhibitors | AlphaScreen HP1-beta / biotin-H3K9me3 peptide binding | Chromobox protein homolog 1 (Homo sapiens), P83916; also: potency is read from the fitted curve at half-maximal effect; nearly all actives have a fitted effect of over 70% in size; inactives centre near 23
Target sequence (P83916 whole entry, looked up): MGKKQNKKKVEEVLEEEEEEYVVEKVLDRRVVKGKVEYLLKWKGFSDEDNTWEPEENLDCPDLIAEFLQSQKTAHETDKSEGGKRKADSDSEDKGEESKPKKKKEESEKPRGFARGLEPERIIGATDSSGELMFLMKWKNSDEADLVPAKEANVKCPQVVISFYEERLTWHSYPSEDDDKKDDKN
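AlphaScreen: HP1-beta (50 nM) preformed 30 min with biotin-H3(1-18)K9me3 peptide (50 nM) in PBS pH 7.4, 0.01% Tween-20. Compound added for 30 min at RT, then streptavidin donor/nickel chelate acceptor beads (10 ug/mL) for 30 min.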
JMJD2A Tudor – qHTS Assay for Inhibitors of JMJD2A-Tudor Domain. AlphaScreen JMJD2A-Tudor / H3K4me3 peptide binding. Potency, µM (titrated, usually from 114 µM), without a hit: top-dose activity change, negative = inhibition, usual class: inhibitors. actives 4.4% (n = 390,000). AID 504339, 2011; also: potency is read from the fitted curve at half-maximal effect; % is scaled to controls: 0 for no effect and ±100 for the full control effect; nearly all actives have a fitted effect of over 50% in size
* marks the source's active call; other numbers are inactive results; i = inactive; u = inconclusive; x = no result given; & = joins results of further samples; [ ] = dose if it differs, or a comment. Unless noted, calls follow the shape of the dose curve; as a rule, active = well fitted curve in the direction sought with a large enough effect; inconclusive = small, poorly fitted or top-dose-only effect, or another doubt; inactive = no such curve, though single readings can be large; an effect the other way counts as inactive or inconclusive.

mol	BAZ2B inh	PI4K2A block	GLS inhibitor	G9a block	PGK inhibitor	ERG-DNA inh	Pin1 inhibitor	HP1b binding inh	JMJD2A Tudor
C=CCNC(=O)O/N=C/c1csc([N+](=O)[O-])c1	-5%	1	-4%	x	-9%	-5%	-1%	29%	-6%
COc1ccc(-n2c(Cn3nnc4ccccc43)n[nH]c2=S)cc1	1%	-5	6%	8.9µM*	-10%	0%	-2%	34%	18µM*
CN(CC(=O)NCc1ccccn1)S(=O)(=O)c1ccc2ccccc2c1	1%	0	-8%	10%	-4%	-9%	-1%	43%[activator]	-9%
COc1ccc(NC2CCCN(Cc3cccc4cnccc34)C2)cc1 (centres undefined)	45µM*	-2	12%	45µM*	i	-11%	0%	-11%	u
COc1ccc(-c2nc3ccccc3n2Cc2ccc(C(C)C)cc2)cc1	-18%	1	-7%	4%[59 µM]	-2%	-17%	1%	37%	-11%
Cc1cc([N+](=O)[O-])nn1CC(=O)NCCCN1CCOCC1	10%	-3	-4%	-10%	-5%	-3%	-2%	20%	-7%
O=C(COc1ccccc1)Nc1ccc(N2CCN(C(=O)c3ccco3)CC2)cc1	-36%	1	0%	-13%[59 µM]	-2%	-7%	-3%	12%	-2%
COc1ccc(NC(=O)c2cc3sccc3n2Cc2ccc(F)cc2)cc1OC	-7%	-1	u	12%	7%	-3%	1%	12%	-15%
Cc1ccc(-n2nc3c(N4CCC(C(=O)NC5CCC(C)CC5)CC4)nnc(C)c3c2C)cc1 (centres undefined)	-2%	-1	-1%	-1%[59 µM]	-3%	1%	29%	8%	-22%
COc1ccc(S(=O)(=O)N2CCN(c3nn(C)c(=O)n(C)c3=O)CC2)cc1	-12%	4	2%	-39%[12.7 µM]	i	-4%	-4%	52%[activator]	6%
COCCNc1nc2c(-c3cccc(C(F)(F)F)c3)nnn2c2ccccc12	3%	0	-24%	25%	-2%	1%	-4%	26%	6%
CCC(C)(C)c1ccc(OCCN2C(=O)NC(C)(C)C2=O)cc1	-4%	-7	x	10%	-10%	4%	-2%	25%	2%
O=C(COC(=O)COc1ccccc1)Nc1ccc(OC(F)(F)F)cc1	-1%	3	6%	54%	8%	11%	-1%	37%	13%
COc1ccc(C(=O)Nc2ccc(N3CCOCC3)cc2)cc1OC	7%	-12	14%	4%[59 µM]	x	-2%	1%	9%	-10%
CC(C)c1ccc(OC(=O)c2cc(-c3ccc4c(c3)OCCO4)on2)cc1	14%	-8	0%	0%[59 µM]	-8%	-6%	6%	59%[activator]	9%
CCOc1ccc(CCNc2ncnc3onc(C)c23)cc1OCC	4%[57.1 µM]	2	-8%	-3%[59 µM]	3%	3%	0%	32%	-9%
COc1ccc2c(Cl)c(C(=O)NN)sc2c1	-4%	0	-11%	14%[59 µM]	4%	x	7%	40%[activator]	-17%
Cc1ccc(OCCC(=O)OCC(=O)c2c(N)n(CC(C)C)c(=O)n(C)c2=O)cc1	10%	-2	-2%	-1%[59 µM]	-6%	2%	2%	32%[activator]	-8%
COc1ccc(/C=C2\SC(=O)N(CCC(=O)Nc3ccccc3)C2=O)cc1OC	4%	0	2%	u	-3%	-14%	1%	20%	-10%
COc1ccc2[nH]c3c(C)c4cc[n+](C)cc4c(C)c3c2c1	x	-2	13%	x	4%	x	-3%	-11%	u

Other entries.
mol	BAZ2B inh	PI4K2A block	GLS inhibitor	G9a block	PGK inhibitor	ERG-DNA inh	Pin1 inhibitor	HP1b binding inh	JMJD2A Tudor
Cc1nc(N)nc(OCC(F)(F)C(F)F)c1Br	-15%	-4	-6%	u	-1%	-10%	-5%	u	-13%[57.1 µM]
COc1cc(CN/C(C)=C(\C#N)C(N)=O)cc(OC)c1OC	-3%	9	4%	-33%	x	x	0%	14%	-13%
O=C(C1CCC(=O)N(C2CCCC2)C1)N1CCC(Oc2cccc(F)c2)CC1 (centres undefined)	-17%	1	2%	-6%	-8%	1%	-8%	22%	-12%
CC(=O)c1ccc(NC(=O)c2cccc(NC(=O)c3ccccc3)c2)cc1	-33%	-2	-11%	-7%	i	0%	20%	33%	-6%
COc1ccc(NC(=O)CN(C)C(=O)c2cc3c(s2)CCC3)cc1	6.3µM*	-17	-32%	13µM*	u	-15%	x	13µM*	14µM*
COc1ccc([C@@H]2C[C@H]3CN(Cc4ccccc4OC)C(=O)[C@]34CCCN24)cc1C	-31%	1	-4%	1%	7%	6%	28%	31%	-14%
O=C(NS(=O)(=O)c1ccc(Cl)s1)c1ccccc1	-15%	-1	-2%	-14%	-8%	-8%	3%	11%	-17%
Cc1cccc(CSc2nnnn2-c2ccccc2)c1	172%[activator]	6	-1%	409%[activator]	0%	11%	-3%	282%[activator]	232%[activator]
Cc1ccc(-c2nc(N)sc2CC(=O)OCC(=O)N2C(C)CCCC2C)cc1 (centres undefined)	u	-7	23%	u	5%	16%	0%	-9%	-19%
CCOC(=O)C[n+]1c(C)ccc2c1CCC2	9%	3	2%	-7%[59 µM]	-13%	-3%	9%	39%	5%
CCOc1ccc2nc(-c3ccc(OC)c(OC)c3)cc(C(=O)O)c2c1	-35%	0	8%	u	1%	2%	6%	21%	8%
Cc1nc(-c2noc(-c3ccccc3Cl)n2)c(C(F)(F)F)o1	64%[activator]	1	-3%	15%	1%	14%	2%	101%[activator]	73%[activator]
CCOc1ccccc1NC(=S)N1CCN(c2ccccc2)CC1	u	-3	14%	x	-5%	3%	9%	20%	-31%
COc1ccc(N2C(=O)CSC23CCC(C(C)(C)C)CC3)cc1 (centres undefined)	9%	6	-1%	23%[12.7 µM]	x	-6%	0%	4%	-14%
Cc1cc(C)c(S(=O)(=O)NCCc2sc3nc(-c4ccc(F)cc4)nn3c2C)c(C)c1	-2%	-1	10%	5%[59 µM]	0%	6%	1%	26%	-13%
O=C(CN1C(=O)C2C3C=CC(C3)C2C1=O)Nc1ccc(S(=O)(=O)Nc2nccs2)cc1 (centres undefined)	-13%	-2	0%	-8%	-15%	-8%	8%	41%[activator]	-17%
CCC1(c2ccccc2)NC(=O)N(CC(=O)NNC(=O)c2ccoc2C)C1=O (centres undefined)	-34%	-5	5%	9%	0%	3%	1%	31%	-2%
C=CCCN(Cc1ccccc1)S(=O)(=O)c1ccccc1Br	93%[activator]	3	0%	14%[59 µM]	-7%	2%	-2%&2%	260%&154%[activator]	152%&108%[activator]
CCn1c(=O)c(C(=O)NCCN2CCCCC2)c(O)c2ccccc21	u	-2	1%	56µM*	-3%	5%	1%	17%	-35%
Cc1nc([N+](=O)[O-])c(Br)n1CC(=O)c1ccc(Cl)cc1	-2%	15	-18%	50µM*	-4%	1%	6%	25%	-24%

Remaining list, next part.
mol	BAZ2B inh	PI4K2A block	GLS inhibitor	G9a block	PGK inhibitor	ERG-DNA inh	Pin1 inhibitor	HP1b binding inh	JMJD2A Tudor
NS(=O)(=O)c1ccc(CCNC(=O)C(=O)NCC2OCCN2S(=O)(=O)c2ccc(Cl)cc2)cc1 (centres undefined)	33%[activator]	-7	-2%	x	-9%	1%	2%	66%[activator]	-10%
CCN(CC)c1ccc(/C=N/N2CCN(c3ccccn3)CC2)cc1	-6%	2	-1%	56µM*	-10%	3%	-6%	-3%	-14%
CC(C)(C)c1ccc(C(=O)NNC(=O)c2ccccc2Br)cc1	-5%	2	2%	7%[59 µM]	1%	1%	1%	37%	-8%
O=C1CCCCC1Sc1nnc(-c2ccc3c(c2)OCO3)o1 (centres undefined)	-3%	-11	2%	3%	-8%	-8%	1%	38%	-6%
COc1ccc(-c2nnc(SCC(C)C)o2)cc1	43%[activator]	-5	3%	12%[59 µM]	-2%	1%	-3%	29%	18%
Cc1cc(=O)oc2cc(OCc3ccc(C(=O)N4CCN(c5ccc([N+](=O)[O-])cc5)CC4)cc3)ccc12	1%	-5	-4%	20%[59 µM]	-4%	-9%	21%	26%	-6%
CCOc1ccc(S(=O)(=O)N(CC(=O)Nc2ccc(OC)c(Cl)c2)c2ccccc2)cc1	-15%	-6	-9%	u	-8%	8%	0%	43%[activator]	-2%
N#CC1=C(N)Nc2ncnn2C1c1ccc([N+](=O)[O-])cc1 (centres undefined)	-16%	2	11%	u	-8%	15%	-3%	68%[activator]	-12%
C=CCn1c(SCC(=O)NC(=O)c2cccc([N+](=O)[O-])c2)nnc1-c1ccccc1F	-1%	7	14%	-8%[59 µM]	7%	2%	3%	14%	-9%

Screening data as filed in PubChem.
